Screening data as filed in PubChem.
DAX1 inh-1: inhibits human nuclear receptor DAX1; inhibition, % at 6.75 µM; hit rate 0.99% among 340,000; AID 504766; HEK293 Gal4-DAX1 luciferase reporter, luminescence;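 active = inhibition above the mean over all tested compounds plus 3 SD, cut at about 4.2% in these data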;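 also: 0% = DAX1-transfected cells with DMSO and 100% = empty-vector control cells with DMSO; inhibition shows as a rise in luminescence from relieved DAX1 repression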
SMARCA2 act: SMARCA2 function activation, primary screen; MG213 cells, MMTV-luciferase reporter, dexamethasone, overnight; activation, % at 9.1 µM; hit rate 1% among 370,000; in the data active = activation above about 7.8%;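 also: 0% = vehicle wells and 100% = reference activator wells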
PLC-gamma1 inh: PLC-gamma1 (human) inhibition, primary screen. purified PLC-gamma1, fluorogenic substrate, fluorescence. hit rate 0.84% among 370,000. P19174. inhibition, % at 12.2 µM; in the data active = inhibition above about 9.5%
Rev-erbA mod: modulators of human Rev-erb alpha DNA binding; Rev-erbα–FITC-DNA binding, fluorescence polarization, 90 min; P20393; activity, % at 10 µM; AID 1259318; hit rate 0.79% among 370,000;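 active = activity above about 14%, limit read from the data; passing the limit was not always enough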;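 also: 0% = DMSO wells with 35 nM protein and 100% = DMSO wells with 750 nM protein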
hgDAF12 agonist: agonists of H. glycines DAF-12 nuclear receptor | HEK293 GAL4-hgDAF12 UAS-luciferase reporter, agonist luminescence; normalized to butyrate control | activation, % at 6.8 µM | hit rate 1.8% among 370,000;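 active = activation above a cutoff set at the mean of all screened compounds plus 3 SD, cut at about 10% in these data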;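 also: 0% = DMSO wells and 100% = sodium butyrate wells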
ssDAF-12 act: S. stercoralis DAF-12 activation, primary screen; HEK293 ssDAF-12/GRIP1 lit1-tk-luc reporter, luminescence; % of 3 µM dafachronic acid response; activation, % at 6.8 µM; hit rate 1% among 370,000;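 active = activation above the mean over all tested compounds plus 3 SD, cut at about 0.9% in these data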;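 also: 0% = DMSO-only wells and 100% = 3 µM delta7-dafachronic acid wells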
hcDAF-12 act: activators of H. contortus DAF-12 nuclear receptor. HEK293 hcDAF-12 lit1-tk-luc reporter, luminescence; 0% DMSO, 100% Δ7-dafachronic acid. activation, % at 6.8 µM. hit rate 1.4% among 370,000. AID 652067;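 active = activation above the mean of all tested compounds plus 3 SD, cut at about 5.5% in these data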;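 also: 100% = response to 3 µM Δ7-dafachronic acid high control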
PLC-beta3 inh: blocks human PLC-beta3 enzyme activity | Purified PLC-beta3, fluorogenic substrate, fluorescence | Q01970 | AID 720704 | inhibition, % at 12.2 µM | hit rate 0.18% among 370,000; in the data active = inhibition above about 11%;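 also: 0% = median of compound wells on plate and 100% = full blocker control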
ADAM17 inh: ADAM17 inhibition, QFRET primary screen | inhibition, % at 6.95 µM | AID 720648 | hit rate 0.83% among 370,000 | recombinant ADAM17, EDANS/DABCYL FRET peptide cleavage;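 active = inhibition above the mean of compounds lying between control limits plus 3 SD, set per campaign, cut at about 8.5% in these data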;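 also: 0% = DMSO-only wells as the low control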
Target sequence (P78536 215-824 limits assumed): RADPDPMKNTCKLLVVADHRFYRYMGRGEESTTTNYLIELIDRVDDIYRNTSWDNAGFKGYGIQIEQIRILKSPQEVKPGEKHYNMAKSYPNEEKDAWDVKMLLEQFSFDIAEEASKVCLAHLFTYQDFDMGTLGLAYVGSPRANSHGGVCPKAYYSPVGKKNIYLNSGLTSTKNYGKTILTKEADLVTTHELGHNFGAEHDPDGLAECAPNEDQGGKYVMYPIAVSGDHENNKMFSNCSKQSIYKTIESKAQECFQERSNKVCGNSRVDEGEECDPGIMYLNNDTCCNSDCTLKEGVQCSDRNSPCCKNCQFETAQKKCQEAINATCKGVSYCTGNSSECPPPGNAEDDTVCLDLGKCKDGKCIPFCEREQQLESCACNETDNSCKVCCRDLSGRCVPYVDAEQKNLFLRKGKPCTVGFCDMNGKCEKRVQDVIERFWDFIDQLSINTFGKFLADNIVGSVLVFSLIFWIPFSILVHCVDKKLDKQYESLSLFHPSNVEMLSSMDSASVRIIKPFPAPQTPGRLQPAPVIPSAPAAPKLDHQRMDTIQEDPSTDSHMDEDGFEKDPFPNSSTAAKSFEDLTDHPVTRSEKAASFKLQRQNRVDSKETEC
DAX1 inh-2: inhibitors of DAX1 repression of SF-1 activated StAR promoter. HEK293T StAR-luciferase reporter, SF-1/DAX-1 repression relief. inhibition, % at 6.8 µM. hit rate 1.1% among 370,000. AID 652010;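 active = inhibition above the mean over all tested compounds plus 3 SD, cut at about 3.6% in these data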;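 also: 0% = DAX-1 cells with DMSO and 100% = cells lacking DAX-1 with DMSO; higher inhibition means more luminescence from relief of DAX-1 repression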
MBD2 DNA inh: blocks human MBD2 binding to methylated DNA; Q9UBB5; TR-FRET, MBD2 binding to methylated oligonucleotide; inhibition, % at 4.4 µM; hit rate 0.31% among 370,000; AID 686964; in the data active = inhibition above about 13%
Target sequence (Q9UBB5 whole entry, looked up): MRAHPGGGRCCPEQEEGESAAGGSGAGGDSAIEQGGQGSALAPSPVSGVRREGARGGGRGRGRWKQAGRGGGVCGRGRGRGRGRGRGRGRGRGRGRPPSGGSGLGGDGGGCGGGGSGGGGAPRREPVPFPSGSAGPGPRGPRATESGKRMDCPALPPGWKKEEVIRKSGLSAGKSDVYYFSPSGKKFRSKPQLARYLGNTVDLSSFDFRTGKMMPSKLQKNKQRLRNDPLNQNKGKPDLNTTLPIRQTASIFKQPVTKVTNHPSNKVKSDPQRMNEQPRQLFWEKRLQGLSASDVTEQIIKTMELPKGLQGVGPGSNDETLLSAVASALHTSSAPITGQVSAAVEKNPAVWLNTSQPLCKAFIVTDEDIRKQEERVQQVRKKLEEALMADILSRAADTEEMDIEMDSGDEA
* = called active by the depositor; . = not tested or not shown.

Order of values – ADAM17 inh	hgDAF12 agonist	PLC-gamma1 inh	SMARCA2 act	Rev-erbA mod	PLC-beta3 inh	DAX1 inh-1	hcDAF-12 act	DAX1 inh-2	MBD2 DNA inh	ssDAF-12 act
CSCCC(C(=O)N(C)CC(=O)Nc1cccc(F)c1)N1C(=O)c2ccccc2C1=O (stereo not given)
→ 0	-2.9	-3	-3	-4	-9	0.6	-0.7	2.2	1	-1.3
O=C(Cc1cc2ccccc2o1)NCc1ccc(F)cc1
→ -5	3.8	2	-2	2	-2	0.6	-1.1	-0.4	0	-1.1
O=C(/C=C/c1ccc(Br)cc1)N1CCN(c2cccc(C(F)(F)F)c2)CC1
→ 3	-2.3	1	-4	5	1	-1.0	6.4*	1.7	-2	-1.0
O=S(=O)(c1ccc(Cl)cc1)N1CCSC1c1ccco1 (stereo not given)
→ -4	-2.1	2	-2	-1	1	-0.1	2.5	-0.9	-2	-0.6
CCCCn1c(N)c(N(C)C(=O)c2cccc(-n3cnnn3)c2)c(=O)[nH]c1=O
→ -1	5.0	0	0	3	0	0.8	2.0	-1.1	0	-0.7
COc1cc(OCC(=O)NC(C)C)cc2c1C(=O)O[C@@H](C)CCCC(=O)CCCCC2
→ 2	-2.2	5	-2	3	2	-0.5	0.7	0.7	-2	-0.9
c1csc(-c2nnc(SCc3nc4ccccc4[nH]3)o2)c1
→ -10	-0.5	-19	-1	-2	-20	.	0.9	-0.6	-2	-0.9
CCOC(=O)c1cccc(NC(=O)C2CCCN2S(=O)(=O)c2cccc3cccnc23)c1 (stereo not given)
→ -2	-0.9	-1	-1	-3	-2	1.3	-0.7	-0.2	1	-1.6
COc1ccc(OC)c(NC(=O)c2ccc(OC3CSC3)cc2)c1
→ 1	1.7	-3	6	0	-11	0.2	-2.4	1.4	4	-2.1
Cc1onc(-c2ccccc2)c1C(=O)Nc1ccc(S(=O)(=O)NC(C)(C)C)cc1
→ 1	2.5	0	-1	4	-2	1.0	-1.3	0.2	-4	-1.6
O=c1c2cn(Cc3ccccc3)c3ccccc3c-2nn1Cc1ccc(F)cc1Cl
→ -2	1.7	-4	1	-2	-3	-0.7	0.6	0.0	0	-0.7
O=C(Nc1ccccc1)c1ccc(Cn2cc(C(F)(F)F)ccc2=O)cc1
→ 1	2.0	7	-3	-1	3	1.0	-0.4	-0.4	-1	-0.9
Cc1ccc(NC2=NCC(=O)N2Cc2ccccc2)c(C)c1
→ 0	-0.4	2	0	6	-1	0.1	-1.7	-0.3	-3	-1.3
COc1cc(C2N(Cc3ccccc3)CCN2Cc2ccccc2)ccc1OC(C)=O
→ -1	-0.5	-3	0	0	-8	0.5	-0.7	-0.1	2	-0.6
CC1=C(C(=O)N2CCOCC2)CC(CC(=O)NCc2cccc3ccccc23)C(=O)N1CCC1=CCCCC1 (stereo not given)
→ 0	0.9	5	3	12	4	1.2	0.1	0.6	6	-1.0
CC(C)(C)c1ccc(S(=O)(=O)NCC(=O)Nc2sc3c(c2C(N)=O)CCCC3)cc1
→ -1	-1.8	-3	0	2	0	1.4	-0.7	0.1	5	-1.3
O=C(COC(=O)CN1C(=O)c2ccccc2C1=O)Nc1ncc(Cl)cc1Cl
→ -3	0.5	-3	1	0	-6	-0.5	-0.1	-0.3	0	-1.3
COc1ccc(NC(=O)CSc2nnc(-c3n[nH]c4c3CCC4)n2N)cc1
→ -5	0.3	2	-6	7	0	.	-0.7	-2.9	-5	-1.5
COc1ccc(Nc2ncnc3scc(-c4ccc(OC)cc4)c23)cc1
→ 5	-1.6	-14	-5	5	-16	1.1	-2.6	-2.2	4	-2.6
COc1ccccc1N1CCN(C2CCCN(C(=O)CCc3cnccn3)C2)CC1 (stereo not given)
→ -7	-1.0	3	-2	2	-3	0.1	-2.5	-0.1	-3	-1.1
COC(=O)NNC(=O)c1ccc(C)cc1
→ -5	0.1	1	-1	-5	-1	0.1	1.1	-0.2	1	-1.8
CC(C)(C)NC(=O)C(c1ccco1)N(C(=O)c1csnn1)c1ccccc1 (stereo not given)
→ -2	-2.4	0	-3	4	3	0.8	-0.1	0.5	3	-1.3
COc1cc(C2Nc3ccc4ncccc4c3C3=C2C(=O)CC(C)(C)C3)cc(OC)c1O (stereo not given)
→ -5	2.6	-10	4	-2	-9	-0.6	3.3	0.9	-10	-0.4
CSc1nc(N)c2c(n1)OC(N)=C(C#N)C2c1cccnc1 (stereo not given)
→ 1	-2.5	-1	0	-3	-6	0.7	-2.0	-0.5	-2	-0.9
C=CCN1C(=O)c2ccc(C(=O)OCC(=O)N(CC)C3CCS(=O)(=O)C3)cc2C1=O (stereo not given)
→ 3	-2.1	-2	-1	-6	-8	-0.2	-1.7	0.7	-1	-1.6
COc1ccccc1NC(=O)C1CCN(S(=O)(=O)c2cccs2)CC1
→ -1	1.1	0	-2	-6	-3	0.4	-1.1	2.2	1	-0.7
COc1ccc(C=Nc2cccc3ncccc23)cc1
→ -4	-1.4	-8	-1	-6	-7	0.9	-0.6	-0.7	0	-0.5
CC(C)OC(=O)C(=O)NNc1ccccc1
→ -1	-0.6	1	4	1	5	-0.1	-0.4	0.9	-4	-1.1
Cn1cccc1CC(=O)NNC(=S)NC(=O)c1ccc(F)cc1
→ -5	2.9	-12	0	-3	-21	-2.1	2.6	0.6	1	-0.9
Cc1ccccc1NC(=O)C1CCN(C(=O)NC2CCCCC2)CC1
→ -2	-1.1	-2	-2	3	-7	1.1	0.4	-0.3	-2	-1.3
CCC(=O)N1CCN(c2ccnc3cc(Cl)ccc23)CC1
→ -3	-1.8	-1	-5	-2	-18	0.1	-2.3	-0.7	10	-1.6
O=C(CSc1nnc(Cc2ccccc2)o1)NCCc1ccccc1
→ 3	-0.2	4	8.2*	1	-1	-0.2	-0.6	1.1	-1	-1.5
Cc1nc2cc(C(F)(F)F)ccc2n1CCNc1nc(-c2cc(Cl)c(N)c(Cl)c2)cs1
→ 0	2.9	-13	-1	-3	-21	4.0	0.1	-0.4	2	-1.0
Cc1ccc(S(=O)(=O)NCCC(=O)Nc2ccc(S(=O)(=O)NC(C)C)cc2)cc1
→ 0	-2.2	2	-1	0	-1	0.4	-1.5	0.0	2	-1.1
Cc1ccc2[nH]c3c(c2c1)CN(C(=O)CN1CCN(c2ccccn2)CC1)CC3
→ -6	-0.9	-88	-2	-2	-93	1.0	-2.8	-1.1	-3	-1.4
CCOc1ccc(NC(=O)C2CCCN(S(=O)(=O)c3ccc4c(c3)CC(C)N4C(C)=O)C2)cc1 (stereo not given)
→ 5	-1.1	0	-3	2	-3	0.1	-2.0	-0.1	-6	-0.6
COc1ccc(COC(=O)c2sc3nc4n(c(=O)c3c2C)CCC4)cc1
→ -1	0.7	-1	-1	-1	-5	-0.1	0.5	1.0	-3	-0.2
O=C(Nc1ccccc1)NC1CCCc2ccccc21 (stereo not given)
→ -4	4.6	-2	-5	-10	0	-1.1	-1.6	-0.6	-3	-1.4
Cc1nnc(SCc2nnc(-c3ccccc3Br)o2)n1-c1ccccc1
→ 1	2.8	-1	0	1	-2	-1.3	-1.1	0.7	-1	-0.3
CC1CCC(NC(=O)C2CCC(CNS(=O)(=O)c3cccc4nsnc34)CC2)CC1 (stereo not given)
→ -2	1.8	1	-3	7	0	0.6	-1.1	0.7	1	-1.3
CCOc1ccccc1CNc1nc2ccccc2n1C
→ -2	-1.9	5	4	-8	0	2.9	-0.4	-0.1	-6	-1.8
Cc1c(O)ccc(C(=O)CN2CCN(c3ccccc3)CC2)c1O
→ -49	1.3	-50	-1	3	-83	0.6	-0.9	-0.2	1	-0.7
CN(CC(=O)Nc1ccc(N2CCOCC2)cc1)Cc1c(O)ccc2ccccc12
→ -20	-0.1	-3	-4	2	-13	1.2	1.9	-0.3	4	-0.7
COc1ccc(C(=O)N=c2sc3ccccc3n2C)cc1
→ -6	16*	-39	2	52*	-80	4.7*	13*	5.8*	0	2.8*
COc1ccc(-c2noc(CCC(=O)N(C)c3cccc(C)c3)n2)cc1
→ 0	-0.4	3	0	-3	6	0.1	-2.2	-0.1	-2	-1.1

Record cards, as listed above. Values in the order: ADAM17 inh	hgDAF12 agonist	PLC-gamma1 inh	SMARCA2 act	Rev-erbA mod	PLC-beta3 inh	DAX1 inh-1	hcDAF-12 act	DAX1 inh-2	MBD2 DNA inh	ssDAF-12 act
O=C(Cc1cc2ccccc2o1)NCc1ccc(F)cc1 in the list: -5	3.8	2	-2	2	-2	0.6	-1.1	-0.4	0	-1.1
COC(=O)NNC(=O)c1ccc(C)cc1 in the list: -5	0.1	1	-1	-5	-1	0.1	1.1	-0.2	1	-1.8
CCOc1ccccc1CNc1nc2ccccc2n1C in the list: -2	-1.9	5	4	-8	0	2.9	-0.4	-0.1	-6	-1.8

Returning to the listing, repeating the 2 entries before the break.
Order of values – ADAM17 inh	hgDAF12 agonist	PLC-gamma1 inh	SMARCA2 act	Rev-erbA mod	PLC-beta3 inh	DAX1 inh-1	hcDAF-12 act	DAX1 inh-2	MBD2 DNA inh	ssDAF-12 act
COc1ccc(C(=O)N=c2sc3ccccc3n2C)cc1
→ -6	16*	-39	2	52*	-80	4.7*	13*	5.8*	0	2.8*
COc1ccc(-c2noc(CCC(=O)N(C)c3cccc(C)c3)n2)cc1
→ 0	-0.4	3	0	-3	6	0.1	-2.2	-0.1	-2	-1.1
CN1CCN(CCNC(=O)Nc2ccc([N+](=O)[O-])cc2)CC1
→ -1	-0.4	4	-1	1	-3	1.1	1.5	0.1	2	-1.1
Cc1cccc(OCCNC(=O)c2ncn[nH]2)c1
→ 5	0.4	7	6	-3	4	-0.3	4.2	0.5	-3	-0.5
Cc1ccc(NC(=S)NCC2CCN(C(C)c3ccccc3)C2)cc1C (stereo not given)
→ -3	0.7	3	3	-3	-52	1.8	-1.2	0.4	1	-1.2
COc1ccc(-n2c(C)nnc2SCC(=O)N2CCOCC2)cc1
→ -1	-1.8	1	-2	-2	-8	1.6	-3.6	-0.1	-1	-1.4
CCC(NC(=O)C1CCC1)c1ccc(C)cc1 (stereo not given)
→ 0	0.5	5	-4	6	5	-0.7	-0.9	-0.3	0	-0.5
O=C(NNC1=C(C(=O)C(F)(F)F)CCC1)c1ccncc1
→ 1	3.4	3	1	3	0	1.2	-0.5	2.2	0	-0.8
NC(=O)C1C2CCC(C2)C1C(N)=O (stereo not given)
→ 1	0.2	7	-4	0	-2	0.4	2.0	-0.7	2	-1.5
CCCCNC(=O)C[C@@H]1C[C@@]2(C(=O)OCC)CCC=C2N(Cc2ccco2)C1=O
→ -5	2.2	-6	-4	-3	-6	.	3.4	-0.1	-8	-1.3
COc1ccc(C)cc1NC(=O)c1[nH]c(C)c(C(C)=O)c1C
→ -6	1.4	-2	0	-5	-1	-1.6	4.3	0.2	-5	0.1

With a hit mark in DAX1 inh-2 (from the list above):
mol | ADAM17 inh | PLC-gamma1 inh | SMARCA2 act | Rev-erbA mod | PLC-beta3 inh | DAX1 inh-1 | hcDAF-12 act | DAX1 inh-2 | MBD2 DNA inh | ssDAF-12 act
COc1ccc(C(=O)N=c2sc3ccccc3n2C)cc1 | -6 | -39 | 2 | 52* | -80 | 4.7* | 13* | 5.8* | 0 | 2.8*
